Source: PubChem BioAssay
Glioma ERSR ind: inducers of ER stress response in human glioma cells. 420,000 tested, 0.02% active. U87-MG GRP78 promoter luciferase reporter, 16 h. Potency, µM, for inactives: top-dose activation, most hits filed as activators; also: potency is read from the fitted curve at half-maximal effect; series mostly up to about 76 µM; % of control where 0% means no effect; nearly all actives have a fitted effect of over 35% in size
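Stably transfected U87-MG glioma cells carrying a GRP78-based luciferase sensor; 16 h compound incubation. Luminescence end-point read 10 min after Bright-Glo addition at room temperature.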
USP1-UAF1 inh: inhibitors of human USP1/UAF1 deubiquitinase; 390,000 tested, 0.23% active; recombinant USP1/UAF1, Ub-Rhodamine cleavage fluorescence; O94782; Potency, µM (top dose mostly 57.1 µM), inactives show top-dose activity change, negative = inhibition, hits mostly inhibitors; also: potency is read from the fitted curve at half-maximal effect; % is scaled to controls: 0 for no effect and ±100 for the full control effect; nearly all actives have a fitted effect of over 60% in size; inactives centre near -12
Target sequence (O94782 whole entry, looked up): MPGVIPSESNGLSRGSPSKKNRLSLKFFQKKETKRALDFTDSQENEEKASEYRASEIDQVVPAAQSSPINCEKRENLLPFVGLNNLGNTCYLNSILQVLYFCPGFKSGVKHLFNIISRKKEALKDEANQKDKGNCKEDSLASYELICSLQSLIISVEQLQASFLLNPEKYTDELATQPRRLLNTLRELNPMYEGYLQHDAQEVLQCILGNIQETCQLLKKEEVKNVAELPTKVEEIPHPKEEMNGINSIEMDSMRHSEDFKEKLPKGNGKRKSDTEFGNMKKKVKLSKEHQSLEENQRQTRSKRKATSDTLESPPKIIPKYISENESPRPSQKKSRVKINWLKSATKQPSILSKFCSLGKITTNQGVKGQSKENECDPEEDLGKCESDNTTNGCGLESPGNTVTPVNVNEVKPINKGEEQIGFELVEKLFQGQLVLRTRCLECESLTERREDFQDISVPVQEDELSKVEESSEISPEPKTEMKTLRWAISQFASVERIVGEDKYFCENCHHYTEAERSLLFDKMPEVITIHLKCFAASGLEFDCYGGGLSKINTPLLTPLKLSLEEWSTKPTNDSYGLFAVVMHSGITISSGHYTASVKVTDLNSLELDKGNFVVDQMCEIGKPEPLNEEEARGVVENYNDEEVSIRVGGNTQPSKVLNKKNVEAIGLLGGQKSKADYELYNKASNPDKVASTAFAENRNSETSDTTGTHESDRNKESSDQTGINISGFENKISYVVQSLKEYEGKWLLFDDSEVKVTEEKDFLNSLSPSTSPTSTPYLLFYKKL
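USP1/UAF1 complex at 1 nM was preincubated with compound for 15 min at room temperature, then Ub-Rho substrate (150nM final) was added. Fluorescence (480/540 nm) was read kinetically, 6 reads every 60 seconds.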
Vif-A3G inh: inhibitors of Vif-APOBEC3G interaction. HeLa A3G-eYFP + Vif (tagged APOBEC3G with the HIV-1 protein that degrades it), YFP fluorescence, overnight. Q9HC16. Potency, µM (titrated, usually from 46.1 µM), for the others: top-dose activity, negative = active, most hits filed as inhibitors. 410,000 tested, 0.076% active;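 also: potency is read from the fitted curve at half-maximal effect; % is scaled to controls: 0 for no effect and ±100 for the full control effect; nearly all actives have a fitted effect of over 60% in size; hits raise eYFP signal because A3G escapes Vif-driven loss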
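Read-out is eYFP fluorescence (Ex 488/Em 500-530) from Vif-expressing HeLa A3G-eYFP cells; more signal means A3G escaped Vif-mediated degradation. Cells plated overnight, compound pinned in, incubated overnight at 37 deg C.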
TrxR1 substrate: is turned over as a substrate by rat TrxR1 | purified TrxR1 substrate turnover, NADPH consumption readout | Potency, µM (top dose mostly 114 µM), for the others: at the highest dose activity change, negative = substrate turnover | 390,000 tested, 0.01% active; also: potency is read from the fitted curve at half-maximal effect; % is scaled to controls: 0 for no effect and ±100 for the full control effect; nearly all actives have a fitted effect of over 50% in size
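Rat TrxR1, dispensed at 90 nM, was prereduced with 400 uM NADPH (final) for 5 min at ~22 deg C, then incubated with compound 15 min before 400 uM selenite. A first-read NADPH fluorescence drop versus no-compound background flagged substrates.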
RGS4 inh: inhibitors of human regulator of G protein signaling 4 | P49798 | Transcreener GDP fluorescence polarization, RGS4-accelerated GTP hydrolysis | Potency, µM (doses to about 114 µM), without a hit: top-dose activity change, negative = inhibition, actives largely listed as inhibitors | 390,000 tested, 0.039% active; also: potency is read from the fitted curve at half-maximal effect; % is scaled to controls: 0 for no effect and ±100 for the full control effect; nearly all actives have a fitted effect of over 75% in size; some results filed as inactive show a strong effect at the top dose
Target sequence (P49798 whole entry, looked up): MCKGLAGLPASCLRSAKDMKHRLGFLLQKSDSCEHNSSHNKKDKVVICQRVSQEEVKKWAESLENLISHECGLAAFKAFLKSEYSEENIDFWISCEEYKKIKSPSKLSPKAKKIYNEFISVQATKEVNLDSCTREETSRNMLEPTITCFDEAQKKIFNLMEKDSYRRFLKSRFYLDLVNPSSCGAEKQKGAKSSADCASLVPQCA
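MLSMR compounds (23 nl, pin-transferred) preincubated 10 min at room temperature with a 500nM (2x) first reagent, then RGS4 at 900nM (2x) plus Transcreener GDP mix added; fluorescence polarization (620/688 nm) read before and after 90 min at 30 °C.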
TrxR1 inh: inhibitors of rat thioredoxin reductase 1; AID 588453; Potency, µM (top dose mostly 114 µM), for the others: at the top dose activity change, negative = inhibition, actives largely listed as inhibitors; O89049; 390,000 tested, 1% active; recombinant rTrxR1, NADPH fluorescence consumption, selenite substrate; also: potency is read from the fitted curve at half-maximal effect; % is scaled to controls: 0 for no effect and ±100 for the full control effect; nearly all actives have a fitted effect of over 65% in size
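Rat TrxR1 (90 nM in the dispensed reagent) was pre-reduced with 400 uM NADPH for 5 min at room temperature, then incubated with compound for 15 min. After 400 uM selenite was added, NADPH fluorescence (Ex 340/Em 450 nm) was followed for 8 min.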
IDH1 R132H inh: inhibitors of human mutant IDH1 R132H. 390,000 tested, 0.093% active. O75874. AID 602179. Potency, µM (top dose mostly 76.6 µM), for inactives: at the highest dose activity change, negative = inhibition, most hits filed as inhibitors. IDH1-R132H enzyme, NADPH consumption, diaphorase/resazurin fluorescence; also: potency is read from the fitted curve at half-maximal effect; % is scaled to controls: 0 for no effect and ±100 for the full control effect; nearly all actives have a fitted effect of over 65% in size
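IDH1-R132H (0.5 ug/mL) preincubated 30 min with compound, then NADPH (0.016 mM) and alpha-KG (2 mM) added; 80 min at RT, pH 7.5. Remaining NADPH coupled via diaphorase/resazurin to fluorescence (540/590 nm); concentration-response curves normalized to no-enzyme control.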
LDHA inh: inhibitors of human lactate dehydrogenase A; activity change, % (values are at about 110 or 230 µM); P00338; purified LDHA, NADH/diaphorase-resazurin fluorescence; hits give low values; 480,000 tested, 0.15% active; AID 1347041; in the data active = activity change below about -30%; inconclusive = mostly about -25% to -30%;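 also: plate controls were DMSO wells for no effect and wells without enzyme for full effect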
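LDH5 2 nM; NADH 0.06 mM, pyruvate 0.2 mM; 200 mM Tris pH 7.4, EDTA, Tween-20; 5 min RT. Detection: diaphorase 0.133 mg/mL + resazurin 37 µM, fluorescence ex540/em590 at 0 and 20 min; normalized to enzyme-free and DMSO wells.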
Vif-APOBEC3F blk: Vif-A3F binding inhibition; HeLa A3F-eYFP + Vif (tagged APOBEC3F with the HIV-1 protein that degrades it), YFP fluorescence increase; Potency, µM (highest dose often 46.1 µM), inactives show at the highest dose activity, negative = active; 390,000 tested, 0.2% active; AID 602313; also: potency is read from the fitted curve at half-maximal effect; % of control where 0% means no effect; nearly all actives have a fitted effect of over 65% in size
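Fluorescence increase (Ex 488/Em 500-530) after overnight compound treatment at 37 deg C flags inhibition of Vif-driven A3F-eYFP loss in stable HeLa A3F-eYFP/Vif cells seeded overnight beforehand.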
An asterisk follows results filed as active; ? = inconclusive; / = not tested or not shown; [ ] = another dose, or the depositor's remark. Unless noted, calls follow the shape of the dose curve; as a rule, active = well fitted curve in the direction sought with a large enough effect; inconclusive = small, poorly fitted or top-dose-only effect, or another doubt; inactive = no such curve, though single readings can be large; an effect the other way counts as inactive or inconclusive.

canonical_smiles	RGS4 inh	USP1-UAF1 inh	IDH1 R132H inh	TrxR1 inh	Glioma ERSR ind	Vif-A3G inh	TrxR1 substrate	Vif-APOBEC3F blk	LDHA inh
COc1ccc(-c2cc(C(F)(F)F)nc(S(=O)(=O)CCCC(=O)Nc3cc(C)on3)n2)cc1OC	-32%	-17%	5%	-69%	-17%	-12%	-11%[57.1 µM]	0%	1
COc1ccc(C(=O)NCC(=O)N/N=C(C)\C=C\c2ccccc2)cc1OC	-16%	-21%	5%	?	-4%	-2%	-2%	2%	-2
Cc1ccc(C2CC(=O)C=C(Nc3ccc(Cl)cc3)C2)cc1 (stereo unspecified)	5%	-15%	3%	-12%	-6%	0%	-12%	-4%	-4
Cn1cccc1/C=C(/C#N)c1ccc(F)cc1	-13%	-18%	1%	4%[57.1 µM]	0%	-3%	-3%[57.1 µM]	7%	-3
O=C(CCNS(=O)(=O)c1ccc2[nH]c(=O)oc2c1)NCc1ccc(F)cc1	29%[11.4 µM]	-15%	4%	24%	-4%	4%	3%	-10%	-3
Cn1nnc2c(NCc3ccc(Cl)cc3)ncnc21	-8%	-3%	15%	14%[57.1 µM]	-2%	-4%	6%[57.1 µM]	1%	-3
Cc1c(NC(=O)Nc2cccc(F)c2)c(=O)n(-c2ccccc2)n1C	3%	-17%	-6%	21%	-2%	3%	3%	-7%	-6
COc1ccc(-c2onc(C)c2C)cc1S(=O)(=O)N1CCN(c2cc(C)ccc2C)CC1	10%	-18%	-7%	-16%[57.1 µM]	-2%	5%	-14%[57.1 µM]	0%	-16
NS(=O)(=O)OCCCCCc1ccccc1	11%	-23%	18%	17%	-1%	0%	4%	6%	-12
Cc1cccc(NC(=O)CCCCC(=O)Nc2cccc(C)c2)c1	8%	-17%	-2%	13%[57.1 µM]	-6%	0%	5%[57.1 µM]	-3%	-6
CCOC(=O)c1nn(-c2ccc(C)c(Cl)c2)c(=O)c(C#N)c1C	-9%	-10%	7%	-1%	-3%	-6%	0%	-16%	-1
COc1ccc(NC(=O)COc2nsnc2N2CCOCC2)c(OC)c1	16%[56.9 µM]	-4%	3%	30%[57.1 µM]	-2%	-7%	11%[57.1 µM]	1%	-5
COc1ccccc1-n1cc([C@@H]2C[C@H]3CN(c4ccccc4)C(=O)[C@]34CCCN24)cn1	6%	-20%	-3%	-12%[57.1 µM]	-2%	?	-3%[57.1 µM]	?	2
COc1ccc(-c2cc(C(F)(F)F)n3nc(C(=O)NCc4ccco4)c(Cl)c3n2)cc1	0%	-6%	10%	32%[activator]	-1%	-6%	24%	-6%	-3
CC(Oc1ccccc1F)C(=O)NNC(=O)c1cc2ccccc2o1 (stereo unspecified)	-23%	-17%	-6%	17%	-3%	-1%	5%	-10%	-7
O=C(CN1CCN(CC(=O)Nc2ccc(Cl)cc2)CC1)Nc1ccc(F)cc1	20%	-2%	2%	14%	-3%	2%	12%[57.1 µM]	0%	-4
CC(C)(C)/C(Cn1cncn1)=N\OC(=O)Nc1ccc(Cl)cc1	1%	-18%	-7%	33%	0%	-6%	6%	1%	-2
O=C(NCCCN1CCCC1)C1CCN(C(=O)c2cc3sccc3n2Cc2ccc(F)cc2)CC1	-21%	-9%	3%	-9%[57.1 µM]	-3%	-7%	0%[57.1 µM]	1%	1
COCCn1nnnc1C(c1ccccn1)N1CCN(c2cccc(C)c2C)CC1 (stereo unspecified)	-13%	-14%	3%	-9%	-5%	-2%	-7%	2%	1
NS(=O)(=O)c1cnccc1Nc1ccc(Cl)cc1	7%	-5%	1%	-21%	-5%	0%	-18%	3%	-1
O=C(/C=C/c1ccco1)N(Cc1cccc(Cl)c1)C1CCS(=O)(=O)C1 (stereo unspecified)	-37%	-8%	-1%	8.9µM*	-9%	2%	7%[57.1 µM]	0%	-7
COc1ccc(CCNC(=O)CN(c2ccc(OC)c(OC)c2)S(=O)(=O)c2ccc(C)cc2)cc1	0%	-1%	1%	4%[57.1 µM]	-6%	-1%	4%[57.1 µM]	-16%	-4
O=C(CSc1ccc2c(c1)OCCO2)NCCN1C(=O)CSC1=O	8%	1%	4%	25%[57.1 µM]	6%	1%	9%[57.1 µM]	0%	-3
COc1ccc(C(=O)NC2CC3CCCC(C2)N3Cc2ccccc2)cc1 (stereo unspecified)	-9%	-11%	-7%	19%	0%	2%	3%	9%	-3
COc1cccc(COc2ccc3c(C)c(Cc4ccccc4)c(=O)oc3c2)c1	-25%	-11%	3%	73%[activator]	4%	0%	105%[activator]	/	-2
O=[N+]([O-])c1ccc(N/N=C/C=C/c2ccco2)cc1	?	-12%	7%	-16%	7%	?	-5%	11µM*	-1
Cc1ccc(Cn2nnnc2CN2CCC(NC(=O)c3ccccc3F)CC2)cc1	-21%	-12%	9%	11%	-5%	2%	4%	0%	-11
COc1ccccc1C(=O)NCC(c1cccnc1)N(C)C (stereo unspecified)	-14%	-1%	1%	6%[57.1 µM]	-3%	2%	0%[57.1 µM]	7%	-2
CN(c1ccccc1C(=O)Nc1ccc2c(c1)OCO2)S(C)(=O)=O	-34%	-8%	2%	22%	-3%	-9%	8%	-1%	11
Cc1ccccc1CN1CCN(Cc2cc(=O)c3ccccc3[nH]2)CC1CCO (stereo unspecified)	7%	-23%	-2%	-16%	-2%	-1%	1%	0%	-10

5 compounds already listed, ordered by number of heavy atoms, falling.
canonical_smiles	RGS4 inh	USP1-UAF1 inh	IDH1 R132H inh	TrxR1 inh	Glioma ERSR ind	Vif-A3G inh	TrxR1 substrate	Vif-APOBEC3F blk	LDHA inh
COc1ccc(CCNC(=O)CN(c2ccc(OC)c(OC)c2)S(=O)(=O)c2ccc(C)cc2)cc1	0%	-1%	1%	4%[57.1 µM]	-6%	-1%	4%[57.1 µM]	-16%	-4
COc1ccccc1-n1cc([C@@H]2C[C@H]3CN(c4ccccc4)C(=O)[C@]34CCCN24)cn1	6%	-20%	-3%	-12%[57.1 µM]	-2%	?	-3%[57.1 µM]	?	2
O=C(CSc1ccc2c(c1)OCCO2)NCCN1C(=O)CSC1=O	8%	1%	4%	25%[57.1 µM]	6%	1%	9%[57.1 µM]	0%	-3
CC(C)(C)/C(Cn1cncn1)=N\OC(=O)Nc1ccc(Cl)cc1	1%	-18%	-7%	33%	0%	-6%	6%	1%	-2
O=[N+]([O-])c1ccc(N/N=C/C=C/c2ccco2)cc1	?	-12%	7%	-16%	7%	?	-5%	11µM*	-1

More results follow.
canonical_smiles	RGS4 inh	USP1-UAF1 inh	IDH1 R132H inh	TrxR1 inh	Glioma ERSR ind	Vif-A3G inh	TrxR1 substrate	Vif-APOBEC3F blk	LDHA inh
C/C(=N\Nc1ccc2nncn2n1)c1cccs1	12%	-6%	7%	22%[57.1 µM]	2%	-6%	-18%[57.1 µM]	-8%	-1
O=C(CSC(=S)N1CCCCC1)Nc1ncc2c(n1)CCCC2=O	-27%	-15%	?	12%[11.4 µM]	-3%	2%	3%	0%	-4
CCN1CCN(S(=O)(=O)c2ccc(Cl)c(C(=O)N(C)Cc3cccc(Cl)c3Cl)c2)CC1	10%	-10%	1%	9%	-4%	1%	-1%	0%	-5
CC(C)C1Nc2ccc(C(=O)N3CCN(c4ccccn4)CC3)cc2NC1=O (stereo unspecified)	10%	-12%	-5%	6%	1%	-1%	-5%	-19%	-11
CC(C)n1c(NCc2cc(Cl)ccc2O)nc2ccccc21	-3%	-20%	-1%	11%[57.1 µM]	-3%	-9%	3%[57.1 µM]	0%	-1
COc1cc(O)ccc1-c1nc2cc(C)ccn2c1Nc1ccccc1C	-13%	-9%	5%	-32%	-1%	?	84%[activator]	-18%	3
Cc1oc(-c2ccccc2)cc1C(=O)Nc1cccc(/C=C/C(=O)O)c1	?	-13%	6%	21%[57.1 µM]	0%	1%	13%	12%	0
CN(Cc1ccccc1)C(=O)CSc1nnc(-c2ccco2)n1-c1ccccc1	-17%	-22%	4%	?	-3%	-4%	-5%	-1%	-7
O=C(COc1ccc(F)cc1)Nc1nc(-c2ccccn2)cs1	-28%	-15%	0%	-16%	0%	1%	-5%	-19%	0

TrxR1 inh: what is marked active above
Structure | RGS4 inh | USP1-UAF1 inh | TrxR1 inh | Glioma ERSR ind | Vif-A3G inh | TrxR1 substrate
O=C(/C=C/c1ccco1)N(Cc1cccc(Cl)c1)C1CCS(=O)(=O)C1 (stereo unspecified) | -37% | -8% | 8.9µM* | -9% | 2% | 7%[57.1 µM]

These rows are one share of the data; rates above refer to the full screens.
